# Source: PubChem
# Salmonella PhoP GFP – PhoP-dependent GFP reporter repression – Salmonella Typhimurium, primary screen (AID 1863). S. Typhimurium PhoP-regulated promoter GFP reporter, 4 h; higher % means a stronger effect. inhibition, % at 50 µM; hits with a dose series show IC50 in µM. 0.16% of 300,000 active;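 active = inhibition over 29.93%, a cutoff 3 SD above the screen mean, later confirmed by dose response; inconclusive = inhibition over 29.93% but no dose response follow-up; inactive = inhibition at most 29.93% or unconfirmed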;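 also: 0% = low Mg2+ inducing control and 100% = high Mg2+ repressing control; strong numbers were not always called active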
# XIAP displacement – small molecules displacing peptide from XIAP – biochemical, IAP family, fluorescence polarization (AID 1018); displacement, % at 20 µM, or IC50 in µM where a hit was titrated; XIAP BIR domain, fluorescence polarization peptide displacement; higher % means a stronger effect; 0.007% of 200,000 active; in the data active = displacement above about 50%; also: a part of the inactive calls stands beside numbers as strong as those of hits
# TNAP activation fold – human TNAP enzyme activators, primary screen, biochemical, luminescent, no phosphate acceptor, uHTS (AID 1001); purified TNAP, luminescent activation assay, no phosphate acceptor; higher activation fold means a stronger effect; activation fold at 20 µM, or EC50 in µM where a hit was titrated; 0.03% of 200,000 active; in the data active = activation fold from about 3, or a potency from the dose series; inactive = the rest, 99 in 100 with activation fold below about 1.6; also: many of its hits are not listed in these tables
# SIAH1 antagonists – blockers of Siah-1 interaction with plectin peptide – biochemical, fluorescence polarization, rhodamine-plectin, uHTS, primary screen (AID 1817); Siah-1 / rhodamine-plectin peptide fluorescence polarization; higher % means a stronger effect; one-dose displacement, % at 20 µM; IC50 in µM for titrated hits; 0.02% of 290,000 active;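 active = displacement of at least 50% at 20 µM, with a fluorescence ratio check between 0.3 and a set limit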;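 also: plate controls were Siah plus tracer with DMSO for no effect and tracer alone without Siah for full effect; strong numbers were not always called active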
# WT yeast gro inh – growth inhibition of WT yeast, mitochondrial fusion screen | mitochondrial fusion phenotypic screen, WT strain | inhibition, % at 10 µM | 2.1% of 190,000 active; in the data active = inhibition above about 58%; tested in S. cerevisiae
# RSV antiviral HEp-2 – inhibition of RSV-induced cytopathic effect – HEp-2 cells, primary 10 µM value included (AID 2391); HEp-2 cells, RSV-induced CPE inhibition; higher % means a stronger effect; CPE inhibition, % at 10 µM; hits with a dose series show IC50 in µM; 0.13% of 310,000 active; in the data active = a potency from the dose series; inconclusive = CPE inhibition mostly from about 23% at the one dose, without a potency; inactive = the rest, 99 in 100 with CPE inhibition below about 21%; also: strong numbers were not always called active
# Myeloid diff MLP – promotes myeloid progenitor differentiation; calls only at 10 µM; 1% of 360,000 active; AID 624256; ER-HoxA9 myeloid progenitors, lysozyme-GFP differentiation, flow cytometry;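 active = normalized GFP-positive differentiation at or above the plate's own cutoff, the solvent-only control mean plus 3 SD; inconclusive = no clear call, values can overlap the other calls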;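 also: cells exposed to compound for four days before flow analysis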
# human PMI inhibitors – human PMI inhibitors, high substrate, primary screen, biochemical, fluorescence intensity, high mannose 6-phosphate (AID 1220); inhibition, % at 20 µM, or IC50 in µM where a hit was titrated; 0.66% of 190,000 active; recombinant PMI enzyme, coupled fluorescence intensity; higher % means a stronger effect
# human PMI inhibition – MPI enzyme activity inhibition – biochemical, fluorescence intensity, coupled assay, primary screen (AID 1209); purified PMI enzyme, coupled fluorescence intensity; higher % means a stronger effect; one-dose inhibition, % at 20 µM; IC50 in µM for titrated hits; 0.42% of 190,000 active;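 also: plate controls were DMSO vehicle for no effect and wells lacking substrate for full effect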
# WT yeast gro inh mutant strain – second read-out of WT yeast gro inh, no call of its own (marks repeat the call); inhibition, %; mitochondrial fusion phenotypic screen, mutant strain inhibition
# Myeloid diff MLP GFP+ MAC1+ % – also measured in Myeloid diff MLP; calls as there; GFP+ MAC1+ double positive, %; measured here: differentiation confirmed by MAC1 staining
# Starred values were filed as active, the others as inactive; i = inactive; ? = inconclusive; nt = not tested or not shown; + = active, no number. Rule as the data show it, unless noted: active = inhibition above about 50%; inactive = the rest.
SMILES,Salmonella PhoP GFP,XIAP displacement,TNAP activation fold,SIAH1 antagonists,WT yeast gro inh,WT yeast gro inh mutant strain,RSV antiviral HEp-2,Myeloid diff MLP,Myeloid diff MLP GFP+ MAC1+ %,human PMI inhibitors,human PMI inhibition
COc1cccc(-c2nnc(SCN3C(=O)c4ccccc4C3=O)n2C)c1,6%,1.2%,1.1,-1%,18,-14,1.9%,i,0.8,-1%,-5%
O=[N+]([O-])c1cc(S(=O)(=O)N2CCCCC2)ccc1NCc1cccc(Cl)c1,1%,-9.8%,0.8,2%,6,5,11%,i,0.6,-2%,8%
N#CCC(=O)N/N=C/c1cc(Br)ccc1OCc1cccc2ccccc12,6%,nt,nt,6%,nt,nt,4.5%,i,0.3,nt,nt
O=c1oc2ccccc2c(Nc2ccc(F)cc2)c1[N+](=O)[O-],-12%,-5.7%,1,-6%,7,10,-0.3%,i,0.4,-15%,-24%
COc1c2c(nc3ccccc13)OC(C(C)(O)CO)C2 (stereo not given),-5%,-1.5%,1,1%,-10,2,-0.8%,i,2.3,3%,6%
CCNC(=S)N/N=C/c1ccc(F)cc1,2%,-3.3%,1.1,3%,10,21,2.6%,nt,nt,-1%,-2%
Clc1cccc2c1Sc1ccccc1CC2N1CCNCC1 (stereo not given),?,-1.9%,1.1,-10%,84,96,-1.8%,i,0.7,-11%,-11%
N=c1ccccn1CC(O)COc1ccccc1 (stereo not given),-4%,-4.6%,1.1,6%,15,1,2.8%,i,0.9,16%,5%
Cc1cc(C(=O)NC2CCCc3c2cnn3-c2cccc(C)c2C)c(C)o1 (stereo not given),2%,nt,nt,-8%,nt,nt,0.3%,i,3.2,nt,nt
Cc1cccc(NC(=O)c2sc3nc4c(c(-c5ccco5)c3c2N)CCC4)c1,-21%,-7.1%,1,0%,29,-5,2.5%,i,1.0,28%,5%
COC(=O)c1cccc(CN2C(=O)SC(Nc3ccccc3)C2=O)c1 (stereo not given),-9%,nt,nt,-3%,nt,nt,3.3%,i,0.3,nt,nt
CCOC(=O)CSc1ccc(C(=O)Nc2ccc(OC)cc2)cn1,4%,-5.8%,1.1,14%,23,-3,-0.7%,i,0.3,-4%,1%
CN(C)c1cc(Nc2cccc(O)c2)c([N+](=O)[O-])c2nonc12,-1%,nt,nt,6%,nt,nt,-0.3%,i,0.4,nt,nt
Cc1ccc(NC(=O)c2sccc2C)cc1[N+](=O)[O-],0%,-5.8%,1,-3%,4,8,2.4%,i,0.7,4%,1%
Cc1nnc(SCCn2c(N3CCCCC3)nc3c2c(=O)[nH]c(=O)n3C)s1,6%,0.8%,1,0%,-14,-13,1.0%,i,0.7,11%,11%
OC(CN1CCN(c2ccccc2Cl)CC1)c1ccccc1 (stereo not given),4%,nt,nt,4%,nt,nt,1.4%,i,3.1,nt,nt
CN(C)c1nc(N(C)C)nc(N(C#N)CN2C(=O)c3ccccc3S2(=O)=O)n1,8%,-8.8%,1,1%,6,-13,1.6%,i,0.5,-6%,-13%
CCOC(=O)c1c(N)sc2c1CCC(C)C2 (stereo not given),7%,-0.4%,1.1,-7%,4,4,1.7%,+,6.6*,24%,16%
O=c1[nH]ccc2c([N+](=O)[O-])cccc12,0%,-5.8%,1.1,2%,15,25,?,i,0.3,55%*,16%
COc1ccc(NC(=O)C(NC(C)=O)C(=O)NCc2ccc(F)cc2)cc1 (stereo not given),6%,-3.7%,1.1,-6%,3,-5,1.6%,i,0.7,-5%,3%

# Some of these compounds in order of number of heavy atoms, high to low:
SMILES,Salmonella PhoP GFP,XIAP displacement,TNAP activation fold,SIAH1 antagonists,WT yeast gro inh,WT yeast gro inh mutant strain,RSV antiviral HEp-2,Myeloid diff MLP,Myeloid diff MLP GFP+ MAC1+ %,human PMI inhibitors,human PMI inhibition
Cc1cc(C(=O)NC2CCCc3c2cnn3-c2cccc(C)c2C)c(C)o1 (stereo not given),2%,nt,nt,-8%,nt,nt,0.3%,i,3.2,nt,nt
COC(=O)c1cccc(CN2C(=O)SC(Nc3ccccc3)C2=O)c1 (stereo not given),-9%,nt,nt,-3%,nt,nt,3.3%,i,0.3,nt,nt
CCOC(=O)CSc1ccc(C(=O)Nc2ccc(OC)cc2)cn1,4%,-5.8%,1.1,14%,23,-3,-0.7%,i,0.3,-4%,1%
CN(C)c1cc(Nc2cccc(O)c2)c([N+](=O)[O-])c2nonc12,-1%,nt,nt,6%,nt,nt,-0.3%,i,0.4,nt,nt
OC(CN1CCN(c2ccccc2Cl)CC1)c1ccccc1 (stereo not given),4%,nt,nt,4%,nt,nt,1.4%,i,3.1,nt,nt
COc1c2c(nc3ccccc13)OC(C(C)(O)CO)C2 (stereo not given),-5%,-1.5%,1,1%,-10,2,-0.8%,i,2.3,3%,6%
Cc1ccc(NC(=O)c2sccc2C)cc1[N+](=O)[O-],0%,-5.8%,1,-3%,4,8,2.4%,i,0.7,4%,1%
CCOC(=O)c1c(N)sc2c1CCC(C)C2 (stereo not given),7%,-0.4%,1.1,-7%,4,4,1.7%,+,6.6*,24%,16%
CCNC(=S)N/N=C/c1ccc(F)cc1,2%,-3.3%,1.1,3%,10,21,2.6%,nt,nt,-1%,-2%
O=c1[nH]ccc2c([N+](=O)[O-])cccc12,0%,-5.8%,1.1,2%,15,25,?,i,0.3,55%*,16%

# Part of the list above in order of SMILES length, lowest first:
SMILES,Salmonella PhoP GFP,XIAP displacement,TNAP activation fold,SIAH1 antagonists,WT yeast gro inh,WT yeast gro inh mutant strain,RSV antiviral HEp-2,Myeloid diff MLP,Myeloid diff MLP GFP+ MAC1+ %,human PMI inhibitors,human PMI inhibition
CCNC(=S)N/N=C/c1ccc(F)cc1,2%,-3.3%,1.1,3%,10,21,2.6%,nt,nt,-1%,-2%
O=c1[nH]ccc2c([N+](=O)[O-])cccc12,0%,-5.8%,1.1,2%,15,25,?,i,0.3,55%*,16%
Cc1nnc(SCCn2c(N3CCCCC3)nc3c2c(=O)[nH]c(=O)n3C)s1,6%,0.8%,1,0%,-14,-13,1.0%,i,0.7,11%,11%

# The list goes on.
SMILES,Salmonella PhoP GFP,XIAP displacement,TNAP activation fold,SIAH1 antagonists,WT yeast gro inh,WT yeast gro inh mutant strain,RSV antiviral HEp-2,Myeloid diff MLP,Myeloid diff MLP GFP+ MAC1+ %,human PMI inhibitors,human PMI inhibition
CCOC(=O)C1CCCN(C(=O)Nc2c(-c3ccccc3)noc2C)C1 (stereo not given),1%,nt,nt,1%,nt,nt,0.9%,i,0.4,nt,nt
O=C(CSc1ncccn1)Nc1ncc(C(F)(F)F)cc1Cl,0%,0.7%,1.1,-3%,-3,-8,4.2%,i,0.2,5%,8%
Cc1cc(-n2nc(C)cc2C)nc(NS(=O)(=O)c2ccccc2Cl)n1,6%,-5.9%,1.1,2%,10,22,2.0%,i,0.5,-7%,0%
COc1cc(S(=O)(=O)Nc2cccc(C)c2)ccc1NC(=O)c1ccncc1,2%,-2.5%,1.3,11%,5,15,3.2%,i,0.6,-1%,7%
COc1ccc(NC(=O)c2noc(C(C)C)c2[N+](=O)[O-])cc1,7%,-3.5%,1.1,2%,1,-4,2.1%,i,0.6,-6%,-16%
Cc1ccc(C(=O)N2CC(C)SC2=Nc2cccc(S(=O)(=O)N(C)C)c2)cc1 (stereo not given),-5%,-2.6%,1.1,8%,-12,8,2.1%,i,0.4,-9%,4%
Cc1ccc([N+](=O)[O-])cc1NC(=O)c1ccc2c(c1)OCO2,2%,-5.5%,1.1,4%,-9,-15,-0.4%,i,0.1,11%,8%
CC(C)CCCN1C(Nc2ccccc2)=NC[C@@H]1Cc1ccccc1,-2%,nt,nt,-1%,nt,nt,-2.1%,i,0.2,nt,nt
O=C(CN1CCN(Cc2ccc3c(c2)OCO3)CC1)c1c[nH]c2ccccc12,5%,-3.0%,1.1,-2%,0,-7,1.9%,i,0.4,-17%,-6%
CC(C)CCN(C)C1CCN(S(=O)(=O)c2ccc(F)cc2)CC1,4%,-2.1%,1.2,15%,18,30,-1.5%,i,2.2,19%,20%
COc1ccc(CCNS(=O)(=O)c2cccc(C(=O)O)c2)cc1OC,-3%,-7.3%,1.1,0%,0,12,0.3%,i,0.5,9%,10%
COc1ccc(S(=O)(=O)N2CCOCC2)cc1NC(=O)COc1ncnc2ccccc12,-1%,-0.8%,1.2,4%,7,-11,2.4%,i,0.4,-5%,7%
COC(=O)c1ccc(C2N=C(c3cccs3)CC(c3ccccc3O)N2)cc1 (stereo not given),3%,-4.9%,1.1,7%,62*,33*,1.2%,i,0.2,4%,7%
CC(=O)Nc1ccc(C(=O)N/N=C/c2ccccc2OC(=O)c2ccc(Cl)cc2)cc1,2%,-2.9%,1.2,2%,1,-16,7.9%,i,0.5,5%,5%
CCn1c(CNC(=O)c2ccco2)nnc1SCC(=O)Nc1ccc(Br)cc1F,-3%,-6.0%,1.2,2%,-3,3,1.4%,i,0.6,-8%,-11%
CCN(CC)S(=O)(=O)c1cc(C(=O)Oc2cccc(-c3cnc4ccccc4n3)c2)ccc1OC,-18%,-19%,1,3%,11,23,4.3%,i,0.3,17%,18%
CSc1ncc(CO)n1Cc1ccccc1,7%,1.1%,1.2,6%,-2,-12,1.7%,i,0.3,-6%,-8%
CCOc1ccc(-n2c(C)cc(/C=N\NC(=O)CC(=O)NC3CCCCC3)c2C)cc1,2%,-1.2%,1.1,2%,-6,-28,4.7%,i,0.4,-5%,10%
CC(C)(C)OC(=O)NCC1CCN(S(=O)(=O)Cc2ccccc2)CC1,-4%,nt,nt,4%,nt,nt,0.6%,i,0.6,nt,nt
COc1cc(C)ccc1S(=O)(=O)N1CCN(C23CC4CC(CC(C4)C2)C3)CC1,6%,-6.8%,1,4%,4,-1,-2.1%,i,1.5,11%,21%
COC(=O)c1[nH]c2ccccc2c1NC(=O)CNC1CCCCC1,-3%,-7.8%,1,2%,-3,24,-0.1%,i,0.4,12%,10%
COc1ccc(NC(=O)CSc2nc3ccccc3c(=O)n2CCNC(C)=O)cc1,-1%,-18%,1,1%,-34,-2,-0.2%,i,1.3,-2%,2%
Cc1ccc(N)cc1NC(=O)CN1CCOCC1,14%,nt,nt,-6%,nt,nt,-0.4%,i,0.3,nt,nt
